C2C12 statin = suppressors of statin myotoxicity in C2C12 myotubes, primary screen, cell-based, single point, plate reader; C2C12 myotubes + simvastatin, ATP luminescence, 48 h; scaled: DMSO 0, geranylgeraniol control 100; rescue of ATP level, % at 7.49 µM; hit rate 0.78% among 330,000;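 active = mean ATP rescue above about 67%, or every replicate alone reaching that limit, limit read from the data, passing the limit was not always enough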;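 also: myotubes were challenged with 10 µM simvastatin during compound exposure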
esBAF inh = Bmi1 luciferase reporter increase in mESCs, primary screen, esBAF inhibitor project, mouse ES cells, Bmi1 luciferase knock-in, single point. 24 h; 100% = twice the neutral-well signal. reporter increase, % at 12.5 µM. hit rate 2% among 350,000; in the data active = activation above about 40%;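 also: 0% = median of the plate's neutral control wells and 100% = double that signal; a rise in the Bmi1 reporter signal indicates esBAF inhibition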
* marks the source's active call; other numbers are inactive results. Some of the compounds tested; count on the stated rates, not on these rows.

SMILES | C2C12 statin | esBAF inh
CCn1c(SCC(=O)N2CCCc3ccccc32)nnc1-c1ccco1 | 5 | -4
COc1ccc(C=Nc2cccnc2N)cc1 | -1 | 34
COc1ccccc1C(=O)O/N=C1/CCCc2c1ccc(OC)c2[N+](=O)[O-] | 9 | 2
CCCC1Cc2c(sc3nc(SC)nc(N)c23)CO1 (centres undefined) | -22 | 14
CCCN(CCC)C(=O)CSc1nc2n[nH]c(C)c2c(=N)n1-c1ccc(OCC)cc1 | -22 | 12
CC(C)NCC(O)Cn1c2c(c3ccccc31)CCc1c-2cnn1-c1ccccc1 (centres undefined) | 6 | -13
Oc1c(CN2CCc3ccccc3C2)cc(Cl)c2cccnc12 | 24 | -2
Cc1ccc(-c2cc(N)n(-c3ccc(C)cc3)n2)cc1 | 112* | 47*
Cc1c(NC(=O)Nc2ccc3c(c2)OCO3)c(=O)n(-c2ccccc2)n1C | 2 | 1
O=C(NC1CCCC1)C1CC(=O)N(CCc2ccccc2)C1 (centres undefined) | -12 | -5
CC(C)n1c(=S)[nH]c2c1c(=O)[nH]c(=O)n2C | -9 | 2
COCCn1nnnc1C(c1ccc(C)cc1)N1CCN(Cc2ccc3c(c2)OCO3)CC1 (centres undefined) | 93* | -7
Cc1ccc(-n2ncc3c(=O)n(CC(=O)N4CCCCCC4)cnc32)cc1 | 5 | -3
O=Cc1cn(CC(=O)NCC2CCCO2)c2ccccc12 (centres undefined) | 4 | -3
O=C(CN1CCN(S(=O)(=O)c2ccc3ccccc3c2)CC1)NC(=O)NC1CCCCC1 | 52 | 2
C(=N\n1cnnc1)/c1ccc(OCc2ccccc2)cc1 | 12 | 12
CCc1cc(C(c2ccc(F)cc2)N2CCOCC2)c(NC(=O)c2ccccc2)s1 (centres undefined) | 1 | 2
CCCCc1c(O)nc2sc3cc(OC)ccc3n2c1=O | -11 | 11
COc1ccc2c(Cl)c(C(=O)NCCCn3ccnc3)sc2c1 | -23 | -5
O=C(NNC1=C(C(=O)C(F)(F)F)CCC1)c1ccccc1O | 19 | 7
COCCNC(=O)CN(c1cc(C(F)(F)F)ccc1Cl)S(C)(=O)=O | -1 | 2
O=S(=O)(Cc1cnc(Cl)s1)c1ccccc1 | -8 | 5
COC(=O)c1cc(OC)c(OC)cc1NC(=O)c1ccc(Br)o1 | 5 | 4
Cc1nnc(SCC(=O)N2CCC(C(N)=O)CC2)s1 | 16 | -2

Part of the list above in order of SMILES length, high to low:
SMILES | C2C12 statin | esBAF inh
COCCNC(=O)CN(c1cc(C(F)(F)F)ccc1Cl)S(C)(=O)=O | -1 | 2
O=C(NNC1=C(C(=O)C(F)(F)F)CCC1)c1ccccc1O | 19 | 7
C(=N\n1cnnc1)/c1ccc(OCc2ccccc2)cc1 | 12 | 12

Carrying on:
SMILES | C2C12 statin | esBAF inh
CCOC(=O)c1ccc(N2C(=O)C(O)=C(C(C)=O)C2c2ccccc2)cc1 (centres undefined) | -8 | -5
CC(C)c1ccc(CN2CCC(C(=O)NCc3cccnc3)CC2)cc1 | 5 | 9
COc1ccc(NS(=O)(=O)Cc2ccccc2)cc1OC | 10 | 1
Cn1cnnc1SCc1ccc(C(=O)O)cc1 | -15 | -1
C=C(C)C1Cc2c(C)nn(-c3ccccc3)c2C1 (centres undefined) | -12 | -10
CCCc1nnc(SCC(=O)N2CCCC2)n1CC1CCCO1 (centres undefined) | -9 | -3
Cc1cc(=O)n2c(ccc3ccccc32)c1C#N | 21 | 8
Cc1cc(-n2c(C)cc(C(=O)CSc3nnc4sc5ccccc5n34)c2C)no1 | -1 | 1
Cc1ccc(Cl)cc1N1CCN(C(=O)C2CCN(S(=O)(=O)c3cnc[nH]3)CC2)CC1 | -8 | -10
Cc1cc(C)nc(NC2=NCC(=O)N2c2ccc(F)c(Cl)c2)n1 | 5 | -2
COc1ccc(/C=N/NC(=O)c2ccc(Cn3cc([N+](=O)[O-])cn3)o2)cc1O | -5 | 15
C#CCOCCOCCOCCNc1nc(N2CCN(C(=O)CCCCCCCCCCNC(=O)[C@H](CO)n3cc(CCCSC)nn3)CC2)nc(N2CCN(C(=O)CCCCCCCCCCNC(=O)[C@H](CCCN=C(N)N)n3cc(C[C@@H](C)CC)nn3)CC2)n1 | -130 | 13
N#Cc1cc(-c2ccccc2)oc1NC(=O)c1ccco1 | 1 | 24
Cc1ccc(NC(=O)COC(=O)C2=COCCO2)cc1 | -1 | 5
COc1ccccc1CNS(=O)(=O)c1ccc2[nH]cc(C(=O)O)c(=O)c2c1 | 9 | -2
O=C(OCCN=C1NS(=O)(=O)c2ccccc21)c1cccnc1 | -22 | 1
CCC(C)(C)NC(=O)CN(Cc1ccc2c(c1)OCO2)C(=O)CCC(=O)Nc1ccccn1 | 18 | 5
O=C(c1cccnc1)N1CCN(Cc2ccccc2Br)CC1 | 0 | -3
CCCCn1c(-c2nonc2N)nc2ccccc21 | -9 | -10
CC12CC3CC(C)(C1)CC(CN)(C3)C2 | -21 | -6
Cc1ncsc1C(=O)N1N=C2/C(=C/c3ccc(N4CCOCC4)cc3)CCCC2C1c1ccc(N2CCOCC2)cc1 (centres undefined) | 7 | 35
CCCC(=O)C1=C(O)C(C(=O)OC)C(C)(C)CC1=Nc1ccncc1 (centres undefined) | 2 | 5
CCC(C)c1ccc(NC(=O)CC(C)=O)cc1 (centres undefined) | 3 | 28
CCCn1c(SCC(=O)Nc2c(C)cccc2CC)nnc1C(C)C | 15 | 3
O=S(=O)(c1ccccc1)c1ccccc1/C=N\O | 0 | 1
CCC(=O)Nc1nc(CC(=O)Nc2ccccc2OC)cs1 | 5 | -5
O=C(CSc1ccc2nnc(-c3ccccc3)n2n1)NCC1CCCO1 (centres undefined) | -11 | -7
Cc1ccc(C)c(CN2CCCNC2=O)c1 | -9 | -5
Cc1cc(C)cc(OCCCC(=O)O)c1 | 7 | -2
O=C(Nc1ccccc1)N(Cc1ccc(Cl)cc1)CC(O)C(F)(F)F (centres undefined) | 36 | 13
CC(C)(C)c1nnc(NC(=O)C2CCN(c3ncccn3)CC2)s1 | -1 | 0
CC1=CC(=NOC(=O)/C=C/c2ccccc2)C=C(C)C1=O | 16 | -10
O=C1Nc2ccccc2C12Nc1ccccc1-c1nc3ccccc3n12 (centres undefined) | 3 | 3
COc1ccc(NC(=O)Nc2cccc3c2O[C@@H](CN(C)S(=O)(=O)c2ccc(F)cc2)[C@@H](C)CN([C@H](C)CO)C3=O)cc1 | -39 | -10
CCCCN(C(=O)CCC(=O)Nc1cc(C)on1)C(C(=O)NC(C)(C)C)c1cccc(OC)c1OC (centres undefined) | 11 | -5
CCOC(=O)c1ccc(NC(=O)CN2CCN(c3ccccc3)CC2)cc1 | 2 | -3

At a glance, some entries already given.
SMILES | C2C12 statin | esBAF inh
O=C(c1cccnc1)N1CCN(Cc2ccccc2Br)CC1 | 0 | -3
CCCCn1c(-c2nonc2N)nc2ccccc21 | -9 | -10
CC12CC3CC(C)(C1)CC(CN)(C3)C2 | -21 | -6
Cc1ncsc1C(=O)N1N=C2/C(=C/c3ccc(N4CCOCC4)cc3)CCCC2C1c1ccc(N2CCOCC2)cc1 (centres undefined) | 7 | 35
CCCC(=O)C1=C(O)C(C(=O)OC)C(C)(C)CC1=Nc1ccncc1 (centres undefined) | 2 | 5
CCC(C)c1ccc(NC(=O)CC(C)=O)cc1 (centres undefined) | 3 | 28
CCCn1c(SCC(=O)Nc2c(C)cccc2CC)nnc1C(C)C | 15 | 3
O=S(=O)(c1ccccc1)c1ccccc1/C=N\O | 0 | 1
CCC(=O)Nc1nc(CC(=O)Nc2ccccc2OC)cs1 | 5 | -5
O=C(CSc1ccc2nnc(-c3ccccc3)n2n1)NCC1CCCO1 (centres undefined) | -11 | -7
Cc1ccc(C)c(CN2CCCNC2=O)c1 | -9 | -5
Cc1cc(C)cc(OCCCC(=O)O)c1 | 7 | -2
O=C(Nc1ccccc1)N(Cc1ccc(Cl)cc1)CC(O)C(F)(F)F (centres undefined) | 36 | 13
CC(C)(C)c1nnc(NC(=O)C2CCN(c3ncccn3)CC2)s1 | -1 | 0
CC1=CC(=NOC(=O)/C=C/c2ccccc2)C=C(C)C1=O | 16 | -10
O=C1Nc2ccccc2C12Nc1ccccc1-c1nc3ccccc3n12 (centres undefined) | 3 | 3

Carrying on:
SMILES | C2C12 statin | esBAF inh
O=C(Nc1ccc(Cl)cc1)c1cc(S(=O)(=O)N2CCOCC2)cs1 | 6 | -10
CC(=O)c1cccc(N=C2NC(=O)CS2)c1 | -12 | -14
Cn1c(SCc2nc3ccccc3[nH]2)nnc1-c1ccccn1 | 7 | -4
COC(=O)[C@@H](NC(=O)NC1CCN(Cc2ccccc2)CC1)C(C)C | 6 | -6
CCNC(=S)NNC(=O)c1cc(CC(C)C)nc2ccccc12 | 28 | -6
CCNC(=O)CCc1nc(-c2ccc(C(C)(C)C)cc2)no1 | -4 | -62
N#CC1=C(N)Oc2cc3ccccc3cc2C1c1cccnc1 (centres undefined) | -55 | 3
CCc1nc2ccccc2c(C(=O)OCC(=O)NCc2ccco2)c1C | 10 | -9
O=C(Nc1ccc2c(c1)OCCO2)C1CCCN(S(=O)(=O)c2cccs2)C1 (centres undefined) | -10 | 48*
CCN(c1ccc(NC(=O)CSc2nnc3nc(C)cc(C)n23)cc1)C(C)C | 1 | -10
O=C(c1ccc(S(=O)(=O)N2CCOCC2)cc1)N1CCN(C2=NS(=O)(=O)c3ccccc32)CC1 | 0 | -11
COCCNC(=O)COc1ccccc1C | 1 | 1
COc1ccc(CCNc2oc(Cc3ccccc3)nc2C#N)cc1OC | 13 | 5
O=C(NCc1ccccc1)c1ccc(C2SCC(=O)N2Cc2ccccc2)cc1 (centres undefined) | 79* | 16
COC(=O)c1ccc(NC(=O)COc2ccccc2OC)cc1 | 2 | 2
CCCn1c(N)c(C(=O)CSc2nnc(C3CC3)n2Cc2ccccc2)c(=O)[nH]c1=O | 3 | -3
CCOC(=O)N1CCN(C(=O)c2ccc3c(=O)n(CCc4ccccc4)c(=S)[nH]c3c2)CC1 | -4 | -4
Cc1cc(F)c(F)c(C(=O)N2CCOCC2)c1 | -9 | 6
O=C1C(=O)C(Cl)=C(Cl)C(Cl)=C1Cl | -1 | -5
CCOC(=O)C1=C(c2ccccc2)Nc2ncnn2C1c1cc(OC)ccc1OC (centres undefined) | 7 | 1
CCC/C(O)=C1\C(=O)CC(c2ccccc2)CC1=NC (centres undefined) | -7 | -7
O=C(CCS(=O)(=O)c1cccc2nsnc12)N1CCN(Cc2ccc3c(c2)OCO3)CC1 | -12 | -9
CC(C)(O)[C@@H]1[C@@H]2C[C@@]3(CC[C@]4(C)C(CCC5[C@@]6(C)CC[C@H](O)C(C)(C)C6CC[C@]54C)[C@@H]13)C(=O)O2 (some centres undefined) | -14 | -2
Cc1cccc(OCCOC(=O)C2CCN(S(=O)(=O)c3cccs3)CC2)c1 | 19 | -5
COC(=O)c1ccc(CSc2nc3ccc(C)cc3[nH]2)o1 | -6 | -4
Cc1cc(O)c(/C=N/Nc2ccccc2Cl)c(=O)o1 | 26 | 7
O=C(N/N=C/c1ccco1)c1ccncc1 | 29 | -6
O=C(NCCOC12CC3CC(CC(C3)C1)C2)c1cccc(Br)c1 | -53 | 9
Cc1ccc(-c2ccc(CCC(=O)O)n2CC(=O)O)cc1 | -12 | 1
O=C(COc1ccccc1Cl)NCc1ccco1 | 0 | 31
Cc1c(C)c2ccc(OCC(=O)N3CCN(c4ccccc4)CC3)cc2oc1=O | 1 | -1
O=C(NCc1ccncc1)Nc1ccc(F)cc1 | 11 | -3
CCC(C)Sc1nc(O)cc(=O)[nH]1 (centres undefined) | -5 | -3
O=C(CN1CCN(S(=O)(=O)c2ccc3ccccc3c2)CC1)N1CCc2ccccc2C1 | 25 | 0
Cc1cc(C(=O)Nc2cccc(O)c2)co1 | -7 | 22
CC(=O)Nc1ccc(N/C=C/C(=O)c2ccc(Br)cc2)cc1 | -6 | 34
CN1C(=O)C2(C(C#N)=C(N)N(c3ccc(Cl)cc3)C3=C2C(=O)CC(C)(C)C3)c2ccccc21 (centres undefined) | 18 | -1
COC(=O)c1cc(=O)n(Cc2ccco2)c(=Nc2ccc(F)cc2)s1 | -3 | 13
CC(=O)Oc1cc2c(C(=O)NCCN3CCOCC3)c(C)oc2c2ccccc12 | -12 | 8
CSc1nc(Oc2ccccc2)c2sccc2n1 | -19 | -5
COC(=O)[C@H](C)NC(=O)Nc1ccc(S(N)(=O)=O)cc1 | -7 | 8
CS(=O)(=O)Nc1ccc(C(=O)NCc2ccco2)cc1 | 20 | -13
O=C(CSc1nnc(-c2ccco2)n1-c1ccccc1)N1CCN(C(=O)c2ccco2)CC1 | 20 | 0
O=C(CN1C(=O)NC2(CCCC2)C1=O)Nc1cccc(-c2nnc3n2CCCCC3)c1 | -14 | 2
CS(=O)(=O)N(CC(=O)Nc1c(F)cccc1F)c1cccc([N+](=O)[O-])c1 | 10 | -11
CC1=C(C(=O)Nc2ccccc2)C(c2ccc(N(C)C)cc2)NC(=O)N1 (centres undefined) | 11 | -5
O=C(Nc1ccncc1)c1cc(F)cc(F)c1 | 72* | -15
Cc1cc(=O)n2[nH]c(SCc3ccccc3)nc2n1 | 20 | -3
CCc1nc2c(OCc3ccc(C(=O)OC)cc3)cccn2c1N(C)C(=O)C(C)C | 0 | -1
CCN(Cc1cc2cc(OC)ccc2[nH]c1=O)C(=O)Cc1ccc(OC)cc1 | 0 | 11
CC(=O)N1CCN(c2ccc(NCc3ccc(-c4cccc(Cl)c4)o3)cc2)CC1 | -9 | 16
O=c1c2ccccc2nc2n1CCCCC2 | -8 | -3
O=C(Cn1ncn2cccc2c1=O)N1CCCCC1 | 13 | -5
CC(=O)Nc1ccc(S(=O)(=O)NCc2ccc(C(=O)NCc3ccc4c(c3)OCO4)cc2)cc1 | 1 | -11
CC(=O)NCC12CC3CC(C1)CC(C(=O)O)(C3)C2 | 12 | -1
CC1CC(C)CN(CCCNC(=O)c2ccc3c(c2)NC(=O)C(N2CCCCC2)S3)C1 (centres undefined) | 107* | 19
COc1ccc(NC(=O)CCC2COc3ccccc3O2)c(OC)c1 (centres undefined) | -1 | -2
N#CCCCSc1nnc(CSc2nc3ccccc3s2)n1-c1ccccc1 | 103* | -14
